Screening results deposited in PubChem by several laboratories.
AID2073: inhibitors of Mint1-CaV2.2 protein interaction, biochemical, HTRF (AID 2073). Voltage-dependent N-type calcium channel subunit alpha-1B (Homo sapiens). HTRF protein-protein interaction, Mint1-CaV2.2; higher % means a stronger effect. inhibition, % at 20 µM; hits with a dose series show IC50 in µM. 290,000 compounds, 0.19% hits; in the data active = inhibition mostly above about 51%, no sharp cut-off; also: some results filed as inactive read as strong as hits
GPR35 antagonists: GPR35 antagonists blocking zaprinast-driven arrestin recruitment, primary screen, imaging, U2OS, beta-arrestin-GFP, zaprinast agonist (AID 2058) | 290,000 compounds, 0.052% hits | G-protein coupled receptor 35 (Homo sapiens) | one-dose inhibition, % at 10 µM; IC50 in µM for titrated hits | U2OS GPR35 beta-arrestin-GFP translocation imaging, zaprinast antagonism; higher % means a stronger effect;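 active = inhibition of at least 50% with at least 30 cells and total cytoplasm GFP at most 10,000,000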
RSV antiviral HEp-2: RSV antiviral activity via CPE protection, HEp-2 cells, primary 10 µM value included (AID 2391); HEp-2 cells, RSV-induced CPE inhibition; higher % means a stronger effect; CPE inhibition, % at 10 µM; hits with a dose series show IC50 in µM; 310,000 compounds, 0.13% hits; in the data active = a potency from the dose series; also: strong numbers were not always called active
Dengue-2 NS5 capping: Dengue-2 NS5 methyltransferase inhibitors, primary screen, biochemical, confirmation dose response (AID 588689). Genome polyprotein (Dengue virus type 2 (strain 16681-PDK53)). Dengue-2 NS5 methyltransferase capping enzyme assay, biochemical; higher % means a stronger effect. inhibition, % at 25 µM, or IC50 in µM where a hit was titrated. 340,000 compounds, 0.3% hits; in the data active = a potency from the dose series
WT yeast gro inh: growth inhibition of WT strain, primary screen, mitochondrial fusion inhibitor project, WT and mutant strains, chemical genetic; 190,000 compounds, 2.1% hits; mitochondrial fusion phenotypic screen; AID 1362, 2008; inhibition, % at 10 µM; in the data active = inhibition above about 58%; tested in S. cerevisiae
Autophagy mod: autophagy modulators in MEF cells, primary screen, imaging, high-content, MEF GFP-LC3 | MEF GFP-LC3 puncta imaging; test concentration mostly 10 µM | calls only at 10 µM (by protocol) | 190,000 compounds, 0.98% hits;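 active = percentage of spot-positive cells more than 3 SD above its plate mean, without a fluorescence outlier flag or 80% toxicity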;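 also: spot-positive cell cutoff set from DMSO-treated cells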
K1F lysis inhibition: inhibition of K1F phage lysis, E. coli UTI89, bacterial capsule biogenesis inhibitors, alamar blue (AID 488966). E. coli UTI89 K1F phage lysis, alamar blue, 2 h; higher % means a stronger effect. inhibition, % at 100 µM, or IC50 in µM where a hit was titrated. 340,000 compounds, 0.02% hits;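 active = phage lysis inhibition, versus mean bacterial control, above a set limit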;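 also: capsule biogenesis inhibitors block K1F phage lysis so surviving cells raise fluorescence; higher fluorescence means more inhibition of phage lysis; actives were called in the ten point dose series up to 300 µM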
NTR1 agonist: agonists of NTR1, primary screen, imaging, U2OS cells, beta-arrestin-GFP, high content (AID 493036); NTR1-U2OS beta-arrestin-GFP spot imaging, agonist mode; 330,000 compounds, 0.17% hits; activation, % at 20 µM;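 active = activation at or above 40% of the spot to cytoplasm intensity ratio, with at least 20 cells analyzed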;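 also: 0% = DMSO without peptide and 100% = 100 nM NTR1 peptide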
Target sequence (P30989 whole entry, looked up): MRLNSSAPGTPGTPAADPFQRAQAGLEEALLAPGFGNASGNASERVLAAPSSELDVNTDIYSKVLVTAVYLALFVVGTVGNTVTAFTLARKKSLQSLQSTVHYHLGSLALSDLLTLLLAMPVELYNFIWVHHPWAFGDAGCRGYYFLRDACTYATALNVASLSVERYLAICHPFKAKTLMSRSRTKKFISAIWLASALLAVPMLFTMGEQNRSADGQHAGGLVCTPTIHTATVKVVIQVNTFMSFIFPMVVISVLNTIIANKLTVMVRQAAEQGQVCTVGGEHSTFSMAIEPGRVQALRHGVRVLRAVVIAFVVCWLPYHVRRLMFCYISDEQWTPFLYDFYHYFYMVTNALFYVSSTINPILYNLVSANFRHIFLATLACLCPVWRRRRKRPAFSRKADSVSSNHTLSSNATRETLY
LYP phosphatase: inhibitors of LYP phosphatase, biochemical, fluorescence intensity, uHTS (AID 1779); 290,000 compounds, 0.054% hits; one-dose inhibition, % at 11.5 µM; IC50 in µM for titrated hits; recombinant LYP phosphatase, fluorescence intensity; higher % means a stronger effect; Tyrosine-protein phosphatase non-receptor type 22 (Homo sapiens); in the data active = inhibition above about 50%;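 also: plate controls were vehicle with enzyme for no effect and no enzyme for full effect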
WT yeast gro inh mutant strain: also measured in WT yeast gro inh; calls as there; inhibition, %; mitochondrial fusion phenotypic screen, mutant strain inhibition
Autophagy mod cell loss 18 h: also measured in Autophagy mod; calls as there; toxicity, %; measured here: cell loss, nuclei count;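 cell loss after 18 h compound exposure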
NTR1 agonist cell count 20 µM: second read-out of NTR1 agonist, no call of its own (marks repeat the call); cell count; measured here: cell count, cytotoxicity flag
* hit, by the source's call; i = inactive; . = no result given; [ ] = another dose, or the depositor's remark.

mol	AID2073	GPR35 antagonists	RSV antiviral HEp-2	Dengue-2 NS5 capping	WT yeast gro inh	WT yeast gro inh mutant strain	Autophagy mod	Autophagy mod cell loss 18 h	K1F lysis inhibition	NTR1 agonist	NTR1 agonist cell count 20 µM	LYP phosphatase
O=C(C1CCN(S(=O)(=O)c2ccc(-n3cnnn3)cc2)CC1)N1CCCCC1	-5.1%	6.2%	2.1%	-1.6%	.	.	.	.	0.2%	0.1	45	-9.1%
O=C(O)C1Cc2ccccc2-c2ccccc2C1	13.1%	-4.0%	-0.9%	-7.2%	.	.	.	.	0.0%	-0.6	103	-6.6%
O=C(CN1CCN(Cc2ccc3c(c2)OCO3)CC1)Nc1ccc(N2CCOCC2)cc1	-1.5%	4.6%	4.0%	-0.8%	-14.0	-3.3	i	17.4	-1.8%	0.3	35	-7.3%
CC1CCN(c2nc3nonc3nc2N2CCC(C)CC2)CC1	-7.0%	5.8%	-1.6%	-7.6%	-10.5	-15.3	i	-4.9	1.7%	1.6	64	-7.4%
Cc1ccc(-c2nc(SC(C)C(=O)c3c(N)n(C)c(=O)n(C)c3=O)n[nH]2)cc1 (centres undefined)	.	.	0.5%	0.7%	.	.	.	.	0.8%[50 µM]	1.5	77	.
Cc1cc(C(C)(C)C)ccc1OCCOCCN1CCCC1	-9.6%	6.7%	1.2%	-1.3%	19.8	16.6	i	10.1	0.5%[50 µM]	2.5	62	-9.5%
COc1ccccc1CCN1CCCC(CN(C)C(=O)c2ccco2)C1 (centres undefined)	16.4%	1.5%	0.6%	-7.3%	.	.	.	.	0.1%	-1.1	62	-8.6%
COC(=O)c1cc(NC(=O)c2ccccc2)c(=O)oc1C	14.2%	-9.4%	2.0%	-11.1%	20.8	13.5	i	1.8	-1.9%	1.6	80	5.1%
Oc1ccc(-c2cc(-c3ccc(O)cc3)nc(-c3ccccc3)n2)cc1	28.1%	-3.2%	-2.2%	-5.9%	.	.	.	.	0.8%	52.5*	84*	-2.4%
CCOc1ccc(-c2c(C(=O)N/N=C/c3ccsc3)nnn2-c2nonc2N)cc1	0.3%	-1.6%	3.3%	-5.9%	.	.	.	.	0.1%	5.5	62	-6.3%
CC(=O)NCCOc1ccc(C(=O)O)cc1	5.5%	-14.6%	0.6%	0.0%	24.1	18.9	i	23.3	0.4%	-0.4	60	-4.7%
CN(C)/C=N/c1nc(-c2ccc3c(c2)OCO3)cs1	-0.1%	21.1%	1.7%	4.5%	-9.5	2.1	i	-0.1	0.2%	-1.9	88	-2.7%
C#CCOCCOCCOCCNc1nc(N2CCN(C(=O)C([C@@H](C)CC)n3cc(C(N)Cc4ccc(O)cc4)nn3)CC2)nc(N2CCN(C(=O)[C@H](CCC(=O)O)n3cc(C(N)Cc4ccc(O)cc4)nn3)CC2)n1 (some centres undefined)	-11.0%	-4.4%	0.7%	-9.8%	-2.1	4.2	i	19.1	1.1%	1.2	51	-9.3%
Cc1ccc(CNC(=O)C2CCCN2C(=O)Nc2ccc(C)cc2)cc1 (centres undefined)	15.9%	-3.2%	0.9%	-4.0%	.	.	.	.	0.4%	-0.8	53	-3.5%
COc1ccc(C(CNC(=O)CSc2ccc(Br)cc2)N2CCOCC2)cc1 (centres undefined)	.	.	-0.2%	3.6%	.	.	.	.	0.8%[50 µM]	-0.5	53	.
CC(=O)c1c(C)[nH]c(C(=O)OCc2ccccc2)c1C	-2.4%	8.5%	6.2%	-0.9%	15.6	-7.6	i	-1.4	0.0%	1.0	86	3.6%

Single records, as listed above.
C#CCOCCOCCOCCNc1nc(N2CCN(C(=O)C([C@@H](C)CC)n3cc(C(N)Cc4ccc(O)cc4)nn3)CC2)nc(N2CCN(C(=O)[C@H](CCC(=O)O)n3cc(C(N)Cc4ccc(O)cc4)nn3)CC2)n1 (some centres undefined) as listed: AID2073 = -11.0%; GPR35 antagonists = -4.4%; RSV antiviral HEp-2 = 0.7%; Dengue-2 NS5 capping = -9.8%; WT yeast gro inh = -2.1; WT yeast gro inh mutant strain = 4.2; Autophagy mod = i; Autophagy mod cell loss 18 h = 19.1; K1F lysis inhibition = 1.1%; NTR1 agonist = 1.2; NTR1 agonist cell count 20 µM = 51; LYP phosphatase = -9.3%
CCOc1ccc(-c2c(C(=O)N/N=C/c3ccsc3)nnn2-c2nonc2N)cc1 as listed: AID2073 = 0.3%; GPR35 antagonists = -1.6%; RSV antiviral HEp-2 = 3.3%; Dengue-2 NS5 capping = -5.9%; WT yeast gro inh = .; WT yeast gro inh mutant strain = .; Autophagy mod = .; Autophagy mod cell loss 18 h = .; K1F lysis inhibition = 0.1%; NTR1 agonist = 5.5; NTR1 agonist cell count 20 µM = 62; LYP phosphatase = -6.3%

Carrying on.
mol	AID2073	GPR35 antagonists	RSV antiviral HEp-2	Dengue-2 NS5 capping	WT yeast gro inh	WT yeast gro inh mutant strain	Autophagy mod	Autophagy mod cell loss 18 h	K1F lysis inhibition	NTR1 agonist	NTR1 agonist cell count 20 µM	LYP phosphatase
O=C(N/N=C/c1cccnc1)c1cccc(NC(=O)c2ccc(Cl)cc2)c1	31.7%	-13.7%	3.9%	-6.5%	.	.	.	.	-0.2%	-2.3	44	-6.5%
CSc1ccc2[nH]c(=O)cc(C)c2c1	10.8%	5.0%	-1.3%	-2.8%	-10.7	1.4	i	37.0	0.2%	-0.2	49	-10.5%
CC(C)(C)OC(=O)N1CCC(C(=O)N[C@@H](Cc2c[nH]c3ccccc23)C(=O)O)CC1	-3.8%	-19.3%	-0.3%	-2.6%	.	.	.	.	0.4%	-1.9	69	-7.9%
COc1ccc(NC(=O)CC2C(=O)N(c3ccc(Cl)cc3)C(=S)N2CCc2ccccn2)cc1 (centres undefined)	-10.7%	-4.5%	20.9%	-8.3%	42.3	-1.3	i	13.7	0.2%	2.4	41	-1.2%
COc1ccc(SCCCn2c(=O)c3c(ncn3C)n(C)c2=O)cc1	-13.0%	6.1%	4.9%	2.4%	.	.	.	.	0.3%	1.8	47	-8.0%
Cc1ccc(-c2nnc(C)c(N3CCOCC3)n2)cc1	5.7%	14.4%	0.7%	-2.8%	6.6	7.6	i	-1.4	0.3%	0.6	46	-4.2%
COc1cc2nc(SCc3ccc(F)cc3)n(Cc3cccs3)c(=N)c2cc1OC	2.9%	2.0%	0.2%	2.0%	1.1	-18.5	i	-2.8	-0.2%	6.7	75	9.5%
CCC(C(=O)NNC(=O)c1cnccn1)c1ccccc1 (centres undefined)	15.7%	-16.7%	0.1%	-4.5%	-4.0	-35.4	i	8.6	1.1%[50 µM]	-1.2	51	5.3%
C/C(Cc1ccccc1)=N\NC(=O)CNC(=O)c1ccc(Cl)cc1Cl	-9.4%	12.4%	0.4%	.	.	.	.	.	.	0.7	48	-8.0%
COc1cccc2c1C(=O)c1c(O)c3c(c(O)c1C2=O)C[C@@](O)(C(=O)CO)C[C@@H]3O[C@H]1C[C@H](N)[C@H](O)[C@H](C)O1	34.8%	-35.4%	-0.9%	1.5%	58.8*	58.7*	i	49.8	i	-3.1	61	-7.5%
CCCC(CCC)c1nnc(NC(=O)c2ccco2)s1	14.6%	10.0%	2.5%	-2.3%	.	.	.	.	-0.4%	0.4	67	-7.9%
O=C(Nc1nnc(SCC(=O)N2CCOCC2)s1)c1ccccc1	-7.4%	.	1.1%	-4.4%	5.0	5.2	i	-2.0	1.1%	1.6	55	-1.1%
COc1ccc(-c2cc(C(=O)N3CCN(c4ccccn4)CC3)c3ccccc3n2)cc1	6.4%	-2.8%	4.3%	-8.8%	17.6	4.5	i	-18.7	8.1%	.	.	-5.7%
O=c1c2ccccc2nc2n1-c1ccccc1CCC2	-1.3%	-8.0%	0.1%	-7.6%	18.1	21.3	i	3.4	0.4%	-1.4	81	-6.7%
O=C(NCc1ccc(C(F)(F)F)cc1)C1CC(c2c(Cl)cccc2Cl)=NO1 (centres undefined)	13.7%	6.9%	16.6%	-2.5%	-19.3	2.8	i	-29.1	1.4%	5.7	97	-4.7%
Cc1ccc(C)c(NS(=O)(=O)c2cc(Br)cnc2N)c1	11.3%	-9.3%	1.9%	0.7%	4.3	-32.9	i	1.7	0.1%	0.3	58	12.0%
CCCc1ccc(C(=O)NNc2ccccc2F)cc1	-32.0%	13.8%	7.8%	-5.4%	.	.	.	.	0.1%	0.2	70	-2.0%
Cn1c(/C(C#N)=C(\O)COc2ccc3ccccc3c2)nc2ccccc21	3.5%	9.7%	0.8%	-3.8%	10.2	24.1	i	-49.8	1.2%	4.5	57	-3.1%
COc1ccccc1NC(=O)C(=O)N(c1cccnc1)C(C(=O)NC(C)(C)C)c1ccccc1 (centres undefined)	-1.7%	4.9%	-0.6%	-9.4%	-13.7	6.2	i	1.1	-0.2%	-1.3	32	-0.3%
COc1ccc(Cl)cc1-n1c(=S)sc2c(=O)[nH]c(SCC(=O)NCCC(C)C)nc21	-2.9%	-12.6%	.	7.8%	.	.	.	.	-0.2%	1.7	94	-3.9%
CC1CCC/C(=N\NC(=O)c2ccncc2)C1 (centres undefined)	41.1%	-7.0%	1.7%	-5.0%	0.8	-12.7	i	2.4	2.8%	2.9	83	-10.4%
O=C(O)CCCn1cc(NC(=O)c2c(F)cccc2F)cn1	-0.6%	-11.8%	1.5%	0.0%	22.8	-7.1	i	-41.2	-1.0%	-0.7	76	-3.7%
CCC(CC)c1nnc(NC(=O)Cc2ccccc2[N+](=O)[O-])s1	-13.8%	-6.1%	-0.5%	-9.8%	-17.4	-13.7	i	16.0	2.2%	0.1	41	-2.9%
COc1ccccc1Cn1c(=O)oc2ccc(C)cc21	0.4%	10.3%	1.0%	.	.	.	.	.	0.1%	-0.4	64	-7.1%
COc1cccc(NC(=O)CN(C)C(=O)c2cc(-c3ccco3)nc3ccccc23)c1	.	.	-2.2%	1.4%	.	.	.	.	1.1%[50 µM]	1.5	62	.
c1ccc(-c2oc3ncnc(NCCN4CCOCC4)c3c2-c2ccccc2)cc1	5.2%	-23.5%	1.9%	-3.4%	10.5	-9.0	i	9.5	-2.1%	2.1	43	3.3%
Cc1cc2nc(N=C(N)N)nc(C)c2cc1C	0.3%	1.2%	.	-8.0%	-8.3	2.2	i	20.9	0.1%	.	.	-7.0%
